E coli Lon inh – inhibits E. coli Lon protease; P0A9M0; purified E. coli Lon protease, fluorescence polarization; inhibition, % at 7.94 µM; actives 0.42% (n = 360,000); in the data active means inhibition above about 13%, passing the limit was not always enough;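 further: 0% = enzyme with probe and DMSO and 100% = no enzyme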
MsrA inhibitor – inhibitors of bovine MsrA. purified bovine MsrA, absorbance read-out. inhibition, % at 15.5 µM. actives 0.75% (n = 360,000). AID 651718; in the data active means inhibition above about 4.5%;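 further: 0% = vehicle wells with enzyme and 100% = reference inhibitor wells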
Neddyl block – cullin neddylation inhibition | TR-FRET cullin neddylation, biochemical | calls only at 25 µM | actives 0.58% (n = 360,000) | AID 651699; in the data active means inhibition above about 36%
Target sequence (P61081 whole entry, looked up): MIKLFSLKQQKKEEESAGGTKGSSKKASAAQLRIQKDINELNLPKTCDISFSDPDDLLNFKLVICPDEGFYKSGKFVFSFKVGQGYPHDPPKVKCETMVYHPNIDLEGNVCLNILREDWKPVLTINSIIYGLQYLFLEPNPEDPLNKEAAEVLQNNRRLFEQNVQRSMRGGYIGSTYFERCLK
Target sequence (Q13564 whole entry, looked up): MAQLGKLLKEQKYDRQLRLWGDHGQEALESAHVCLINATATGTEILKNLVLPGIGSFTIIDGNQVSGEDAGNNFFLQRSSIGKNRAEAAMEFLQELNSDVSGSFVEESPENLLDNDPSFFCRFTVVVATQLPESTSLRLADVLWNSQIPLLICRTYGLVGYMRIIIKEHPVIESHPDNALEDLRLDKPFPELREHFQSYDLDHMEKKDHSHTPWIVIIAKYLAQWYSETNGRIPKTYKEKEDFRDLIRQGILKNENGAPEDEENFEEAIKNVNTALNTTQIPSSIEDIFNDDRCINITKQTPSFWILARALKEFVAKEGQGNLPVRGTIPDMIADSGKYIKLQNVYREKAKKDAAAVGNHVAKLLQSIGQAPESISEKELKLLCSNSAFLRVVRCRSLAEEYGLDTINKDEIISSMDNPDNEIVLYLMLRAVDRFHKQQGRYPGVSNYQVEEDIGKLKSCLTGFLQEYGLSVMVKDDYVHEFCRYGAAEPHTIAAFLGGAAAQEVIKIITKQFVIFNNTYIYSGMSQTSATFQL
MLLE-PAM2 inh – blocks PAM2 peptide binding to the PABP1 MLLE domain; P11940; GST-MLLE / FITC-PAM2 fluorescence polarization; inhibition, % at 20 µM; actives 0.36% (n = 360,000); AID 588489; in the data active means inhibition above about 35%, passing the limit was not always enough;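 further: plate controls were DMSO wells with GST-MLLE for no effect and wells lacking GST-MLLE protein for full effect; some results filed as inactive read as strong as hits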
FAS TE block – blocks the thioesterase domain of human fatty acid synthase; actives 0.67% (n = 360,000); inhibition, % at 15 µM; AID 602261; recombinant FAS-TE, OMFH fluorogenic substrate, fluorescence endpoint;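 active means compounds whose normalised, plate-corrected inhibition of enzyme fluorescence in the single-dose primary screen is 50% or more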;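 further: 0% = DMSO with enzyme and 100% = substrate without enzyme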
bovine MsrA act – activators of bovine methionine sulfoxide reductase A; AID 602163; actives 0.3% (n = 360,000); activation, % at 10.6 µM; purified bovine MsrA, absorbance read-out; in the data active means activation above about 7.5%;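 further: 0% = vehicle and 100% = reference activator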
CSN inh – blocks human CSN-mediated cullin deneddylation; Purified CSN, SCF-Nedd8-OG deneddylation, fluorescence polarization; Q92905; inhibition, % at 12.5 µM; actives 0.38% (n = 360,000);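 active means pattern-corrected inhibition above about 35%, with an unprinted fluorescence ratio check between 0.5 and 1.5, limit read from the data, passing the limit was not always enough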;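 further: 0% = enzyme with substrate and 100% = substrate without enzyme; some results filed as inactive read as strong as hits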
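Assay system: HEK293T-derived human Csn5 enzyme; quantity: 0.24 nM enzyme; medium: Tris/NaCl/DTT buffer, pH 7.5; also added: substrate SCFSkp2-Nedd8OG, 10 nM; doses: 12.5 µM compound; schedule: 90 min reaction at room temperature; signal: FP; read-out: % inhibition of substrate cleavage by Csn5; benchmarks: substrate-only high control, full reaction low control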
Rin1-Abl PPI inh – blocks binding of human Rin1 to Abl | P00519+Q13671 | inhibition, % at 7.35 µM | TR-FRET Rin1/Abl binding, biochemical | actives 0.4% (n = 360,000); in the data active means inhibition above about 5%, passing the limit was not always enough
Tb MetRS inh – blocks T. brucei methionyl-tRNA synthetase activity; actives 0.4% (n = 360,000); inhibition, % at 11.9 µM; purified T. brucei MetRS, ATP depletion, Kinase-Glo luminescence; AID 624268;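 active means inhibition above a per-plate cutoff of the control wells' mean inhibition plus 3 SD, cut at about 5.5% in these data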;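 further: 0% = DMSO wells median and 100% = median of wells with control inhibitor compound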
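Dosing: 11.9 µM single point; system: parasite MetRS enzyme; technique: luminescence of leftover ATP; times: 15 min enzyme-compound preincubation, 2 h reaction, 10 min detection, 25 °C; replicates: each compound tested once; read-out basis: percent inhibition relative to median high and low control wells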
Numbers without * were called inactive; i = inactive; x = not tested or not shown.

Fields: bovine MsrA act	Tb MetRS inh	CSN inh	Neddyl block	FAS TE block	Rin1-Abl PPI inh	MsrA inhibitor	MLLE-PAM2 inh	E coli Lon inh
[1] CC(C)c1nnc(NC(=O)c2cccnc2)s1
 : -5	-1.0	-3	i	-10	-3	0.7	-12	6
[2] COc1cc2cc(C(=O)N3CCc4ccccc4C3)[nH]c2cc1OC
 : -3	0.0	2	i	-8	-3	0.0	-21	4
[3] CCOC(=O)N1CCN(C(=S)NC(=O)c2cncc(Br)c2)CC1
 : -2	-0.3	-3	i	-14	1	1.3	24	-6
[4] OCC1(Cc2ccccc2Cl)CCN(C/C=C/c2ccccc2)CC1
 : 1	7.2*	0	i	1	-1	-1.4	8	0
[5] O=[N+]([O-])c1ccc(COc2ccc(CN3CCCCC3)cc2)cc1
 : -7	0.9	2	i	-3	-1	-0.6	8	-3
[6] O=C(Nc1cc(Br)c(O)c(Br)c1)c1cccc(NC(=O)c2ccco2)c1
 : -5	-0.3	4	i	-1	2	0.6	-4	4
[7] CCCc1nnc(NC(=O)CNc2ccc(F)cc2)s1
 : 1	-0.2	4	i	-2	-1	0.0	1	4
[8] CC(CO)NS(=O)(=O)c1ccc(Br)cc1F (stereo not drawn)
 : -2	-1.1	-3	i	-1	-1	-0.4	23	-3
[9] CCS(=O)(=O)c1ncc(CO)n1CCc1ccccc1
 : -1	-0.8	1	i	-1	-2	-0.2	7	-10
[10] COc1cc(/C=C(\C#N)c2nc3c(s2)CC(C)CC3)ccc1O (stereo not drawn)
 : -4	-0.7	82*	i	12	-2	1.0	-135	-391
[11] Cc1cccc(C(=O)NCC2CCN(C(=O)c3cccc(C)c3)CC2)c1
 : -3	0.2	20	i	0	2	-0.1	6	-9
[12] Cc1ccc(C)c(N2CCN(C(=O)Cc3cn(C)c4ccccc34)CC2)c1
 : -5	-1.1	3	i	7	6	-0.1	16	-18
[13] CC(NC(=O)c1ccc(=O)oc1)c1ccccc1 (stereo not drawn)
 : -5	-1.1	-4	i	-6	0	7.2*	-9	0
[14] N#Cc1cc([N+](=O)[O-])ccc1NC(=O)COC(=O)c1cnccn1
 : -1	-0.2	-2	i	-4	-1	1.6	9	-15
[15] CCC(C)(C)n1nnnc1CN(Cc1cccs1)Cc1cc2cc(OC)ccc2[nH]c1=O
 : 7.7*	-0.4	6	i	2	-2	1.5	8	-14
[16] Cc1ccc(Oc2ccc(NC(=O)CSc3n[nH]c(N)n3)cc2)cc1
 : -7	-0.1	-5	i	-100	-2	0.1	-13	4
[17] Cc1cc(N2CCOCC2)nc2cc(O)ccc12
 : -4	-0.3	4	x	-7	-1	1.2	-10	-2
[18] CC(=O)N/C(=N\c1nc(C)cc(C)n1)Nc1ccccc1Cl
 : -9	-1.2	-6	i	4	4	-0.2	6	-2
[19] CCC(C)(C(=O)NC1CCCCC1)N(CC1CCCO1)C(=O)CNC(=O)c1ccccc1 (stereo not drawn)
 : -2	-0.7	-1	i	-4	1	-0.7	6	-1
[20] O=c1oc2cc(O)ccc2c2c1CCCC2
 : -4	0.4	2	x	-8	-5	1.4	1	5
[21] COc1cccc(N2CCN(Cc3nnnn3C3CCCCC3)CC2)c1
 : -2	-0.1	-4	i	-1	3	-0.5	11	-7
[22] O=C(CCn1nc(-c2ccccc2)ccc1=O)N1CCCC1
 : -7	-1.2	-4	i	-8	1	1.1	6	-1
[23] CCN(CC)C(=O)CSc1nnc(-c2cccs2)n1Cc1ccco1
 : -5	-1.1	-1	i	-8	-2	-0.2	7	4
[24] O=C(O)C1CCN(C(=O)Cc2ccccc2)CC1
 : -5	-0.6	4	i	-5	3	0.5	1	0
[25] CCCCNC(=O)C1CCCN1S(=O)(=O)c1cccc2nsnc12 (stereo not drawn)
 : -3	0.3	3	i	-5	-5	-0.6	6	3
[26] COc1cc2ncnc(NCc3cccs3)c2cc1OC
 : -3	-0.2	0	i	0	-1	1.0	13	2
[27] Cc1c(C)c2ccc(OCC(=O)Nc3ccccn3)c(C)c2oc1=O
 : -4	-0.3	1	i	3	-1	1.5	10	8
[28] COc1cccc(-c2nn(-c3ccccc3)cc2/C=C\C(=O)c2cccs2)c1
 : 0	-0.2	-1	i	19	-1	1.2	5	-2
[29] COc1ccc(NS(=O)(=O)c2ccc3c(c2)NC(=O)CCS3)cc1Cl
 : 1	-0.6	-1	i	1	2	0.2	-4	11
[30] COc1ccc(-c2noc(-c3ccccc3F)n2)cc1
 : -5	-0.4	-7	i	16	3	-0.4	-13	1

Exported as tab-separated lines: part of the list above.
no.	Structure	bovine MsrA act	Tb MetRS inh	CSN inh	Neddyl block	FAS TE block	Rin1-Abl PPI inh	MsrA inhibitor	MLLE-PAM2 inh	E coli Lon inh
12	Cc1ccc(C)c(N2CCN(C(=O)Cc3cn(C)c4ccccc34)CC2)c1	-5	-1.1	3	i	7	6	-0.1	16	-18
13	CC(NC(=O)c1ccc(=O)oc1)c1ccccc1 (stereo not drawn)	-5	-1.1	-4	i	-6	0	7.2*	-9	0
14	N#Cc1cc([N+](=O)[O-])ccc1NC(=O)COC(=O)c1cnccn1	-1	-0.2	-2	i	-4	-1	1.6	9	-15
15	CCC(C)(C)n1nnnc1CN(Cc1cccs1)Cc1cc2cc(OC)ccc2[nH]c1=O	7.7*	-0.4	6	i	2	-2	1.5	8	-14
16	Cc1ccc(Oc2ccc(NC(=O)CSc3n[nH]c(N)n3)cc2)cc1	-7	-0.1	-5	i	-100	-2	0.1	-13	4
17	Cc1cc(N2CCOCC2)nc2cc(O)ccc12	-4	-0.3	4	x	-7	-1	1.2	-10	-2
18	CC(=O)N/C(=N\c1nc(C)cc(C)n1)Nc1ccccc1Cl	-9	-1.2	-6	i	4	4	-0.2	6	-2
19	CCC(C)(C(=O)NC1CCCCC1)N(CC1CCCO1)C(=O)CNC(=O)c1ccccc1 (stereo not drawn)	-2	-0.7	-1	i	-4	1	-0.7	6	-1

Next part:
Fields: bovine MsrA act	Tb MetRS inh	CSN inh	Neddyl block	FAS TE block	Rin1-Abl PPI inh	MsrA inhibitor	MLLE-PAM2 inh	E coli Lon inh
[31] CCN(CC)C(=O)C1CCCN(c2ccc([N+](=O)[O-])cc2/C=N/NC(=O)c2cccc(O)c2)C1 (stereo not drawn)
 : 0	0.2	-3	i	66*	-2	1.4	-5	2
[32] CCN(CC)C(=O)C1CCCN(Cc2cccc(Cl)c2)C1 (stereo not drawn)
 : -4	-1.3	-1	i	-9	-5	0.5	11	1
[33] CNC(=O)C1CC(=O)N/C(=N/N=C(\C)c2cccs2)S1 (stereo not drawn)
 : 1	-0.3	0	i	-7	-1	6.1*	-5	-3
[34] CC(C)CCN=CC1=C(O)CC(c2ccccc2)CC1=O (stereo not drawn)
 : -5	0.6	-13	i	-10	1	0.6	0	0
[35] COc1cc(C(O)P(=O)(OC(C)C)OC(C)C)cc(OC)c1OC (stereo not drawn)
 : -3	-0.3	4	i	-9	1	-0.5	-12	-3
[36] COc1ccc(CCNC(=O)CCCCn2c(=O)[nH]c3ccccc3c2=O)cc1OC
 : 0	-0.4	3	i	-3	-2	1.3	-2	7
[37] O=C(COc1ccc(S(=O)(=O)N2CCCC2)cc1Cl)NC1CCCC1
 : -3	-0.4	0	i	0	1	0.6	-14	0
[38] Cc1ccccc1CC(=O)N1CCC(CCC(=O)NC2CC2)CC1
 : -2	-0.2	5	i	-7	0	-0.4	7	-4
[39] O=C(Nc1ccc2c(c1)OCO2)c1csc([C@@H]2O[C@H](CO)[C@H](O)[C@H](O)[C@H]2O)n1
 : -1	-0.1	-2	i	-5	-1	0.4	4	2
[40] Cc1ccc(C(=O)N2CCN(c3ccc(C(F)(F)F)cn3)CC2)c(C)c1
 : -2	-1.2	6	i	7	-3	-0.3	-3	3
[41] COc1cc(/C=N/N=C2/NC(=O)C(CC(=O)O)S2)ccc1OCc1ccc(Cl)cc1 (stereo not drawn)
 : -7	1.3	-2	i	-10	-3	5.3*	-72	6
[42] CC(=O)c1ccc(Oc2cc(C(F)(F)F)cnc2C(N)=O)cc1
 : -2	0.1	-13	i	-3	-1	-1.6	-3	2
[43] CCN(CC)c1ncnc2c1ncn2[C@H]1CN(Cc2ccc3c(c2)OCO3)C[C@@H](CO)O1
 : -1	-0.2	2	i	5	-1	0.4	2	-10
[44] COCCCNC(=S)NCCNc1nc2cc(C)cc(C)c2cc1C#N
 : -4	-0.3	0	x	3	0	1.3	-4	8
[45] CCCOc1cc(C)c(S(=O)(=O)N2CCN(C)CC2)cc1C
 : -4	-1.1	9	i	0	1	1.0	10	6
[46] COc1ccc(C)cc1NC(=O)COC(=O)c1ccc(OCc2ccc(Cl)cc2Cl)c(OC)c1
 : -2	0.2	-14	i	20	5	0.3	-8	4
[47] Cc1nonc1C1CCCN1Cc1cn[nH]c1-c1ccc(-c2ccccc2)cc1 (stereo not drawn)
 : -5	0.3	-2	i	16	0	29*	15	-7
[48] CCc1nnc(NC(=O)CCNC(=O)c2ccco2)s1
 : -2	-0.7	3	i	-3	2	-0.7	7	2
[49] Cc1cc(C)c(S(=O)(=O)c2cccc(Cl)c2)c(=O)[nH]1
 : -3	0.1	3	i	-4	0	0.5	-15	-6
[50] Cn1c(-c2ccc(F)cc2)cnc1NCc1cc2c(cc1[N+](=O)[O-])OCO2
 : -6	-0.2	-6	i	16	-4	-0.7	13	7
[51] COc1cccc(NC(=O)c2cccc(C(=O)Nc3cccc(OC)c3)c2)c1
 : -4	0.1	-4	i	0	-2	-0.5	10	-21
[52] COc1cc(C(=O)Nc2ccc(C(N)=O)cc2)c([N+](=O)[O-])cc1OC
 : -4	-0.4	-1	i	-9	5	2.4	6	-14
[53] COc1ccc(OC)c(NC(=O)c2oc3ccccc3c2NC(=O)C2CC2)c1
 : -8	-1.0	7	x	-5	-3	0.0	-4	0
[54] Cc1cc(C(=O)CSc2cccc[n+]2[O-])c(C)n1-c1ccccc1
 : -2	0.2	-5	i	-4	0	1.0	0	6
[55] CC1(C)SC(=S)N(/N=C/c2ccc(O)cc2)C1N(O)C(=O)Nc1ccc([N+](=O)[O-])cc1 (stereo not drawn)
 : 0	0.3	-8	i	-243	-2	3.6	-10	4
[56] O=S(=O)(Nc1cccc2c1CCCC2)c1ccc(Cl)cc1
 : -3	-0.1	2	i	15	-1	1.2	4	-2

Compound activity deposited in PubChem BioAssay by several laboratories.
